# Bioassay records from PubChem BioAssay.
# HepG2 viability – HepG2 cytotoxicity, counter-screen for TGF-b inhibitors. HepG2 CAGA-GFP viability, ATP luminescence, 18 h. Potency, µM (highest dose often 46.1 µM), for the others: at the top dose activity change, negative = cytotoxicity, usual class: cytotoxic. 410,000 tested, 0.76% active; also: potency is read from the fitted curve at half-maximal effect; some results filed as inactive show a strong effect at the top dose
#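 CellTiter-Glo luminescence gave cytotoxicity after 18 hours at 37 degrees C. The cells were HepG2 CAGA-GFP in 1% FBS DMEM, stimulated with 500 pg/mL TGF-beta after compound addition. %Activity was normalised to no-cell wells (complete cell-killing) and DMSO (no toxicity), and curves were fitted and classified.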
# EPAC2 agonist – EPAC2 (human) agonism | Q8WZA2 | EPAC2 activation, biochemical qHTS; response scale: 100% = 6.5 mM cAMP response | Potency, µM (titrated, usually from 154 µM), for inactives: top-dose activation, most hits filed as activators | 360,000 tested, 0.079% active | AID 720711; also: potency is read from the fitted curve at half-maximal effect; nearly all actives have a fitted effect of over 50% in size
# Target sequence (Q8WZA2 whole entry, looked up): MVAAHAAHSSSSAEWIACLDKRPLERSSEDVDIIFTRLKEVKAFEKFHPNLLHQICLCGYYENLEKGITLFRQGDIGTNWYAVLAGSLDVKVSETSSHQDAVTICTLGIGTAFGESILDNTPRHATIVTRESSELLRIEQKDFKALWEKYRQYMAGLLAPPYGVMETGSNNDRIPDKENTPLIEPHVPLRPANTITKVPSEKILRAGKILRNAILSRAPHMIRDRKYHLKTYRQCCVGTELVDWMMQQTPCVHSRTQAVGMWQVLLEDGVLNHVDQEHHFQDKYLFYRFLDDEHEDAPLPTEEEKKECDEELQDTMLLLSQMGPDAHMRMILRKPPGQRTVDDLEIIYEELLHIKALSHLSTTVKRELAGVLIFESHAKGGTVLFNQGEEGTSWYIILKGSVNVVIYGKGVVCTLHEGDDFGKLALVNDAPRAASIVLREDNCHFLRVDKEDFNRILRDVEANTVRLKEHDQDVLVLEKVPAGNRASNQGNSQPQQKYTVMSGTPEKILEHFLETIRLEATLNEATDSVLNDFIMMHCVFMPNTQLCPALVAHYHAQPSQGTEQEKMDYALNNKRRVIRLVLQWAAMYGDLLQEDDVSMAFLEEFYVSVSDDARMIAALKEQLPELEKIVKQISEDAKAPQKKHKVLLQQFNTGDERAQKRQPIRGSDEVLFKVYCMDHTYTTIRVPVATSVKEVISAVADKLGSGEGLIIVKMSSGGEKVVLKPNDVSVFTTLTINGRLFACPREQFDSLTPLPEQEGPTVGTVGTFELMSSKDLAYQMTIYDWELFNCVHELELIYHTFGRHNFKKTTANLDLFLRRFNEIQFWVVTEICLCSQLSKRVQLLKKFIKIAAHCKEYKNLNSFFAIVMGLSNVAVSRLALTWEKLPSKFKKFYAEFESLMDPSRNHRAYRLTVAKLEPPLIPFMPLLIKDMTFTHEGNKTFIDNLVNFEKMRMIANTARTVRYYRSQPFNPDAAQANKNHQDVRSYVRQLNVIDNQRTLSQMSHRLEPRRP
#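 Each well held 100 nM EPAC2, 250 nM RAP1B-BODIPY-GDP and 50 uM GDP. Fluorescence, read at 5-min intervals to 30 min, was referenced to a 6.5 mM cAMP positive control.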
# IL2 activator – activates IL-2 in a cell-based reporter assay; activation, % (series mostly up to about 46 µM); IL-2 activation reporter assay, cell-based qHTS; stimulated with anti-CD3/CD4/CD28 beads; in transgenic mouse T cells; AID 652025; 360,000 tested, 0.065% active; in the data active = activation above about 50%; inconclusive = mostly about 30% to 49%; also: 0% is about no effect
#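 EGFP and DsRed fluorescence is measured by plate cytometry in unstimulated transgenic mouse T cells exposed to compound for 60 minutes, then stimulated 18 hours at 37 degrees C with anti-CD3/anti-CD4 beads plus anti-CD28.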
# TGFb SMAD3 inh – inhibitors of TGF-b signaling; HepG2 CAGA-GFP TGF-b/SMAD3 reporter, GFP fluorescence, 18 h; TGF-beta stimulated, 500 pg/mL final; Potency, µM (series often up to 46.1 µM), without a hit: top-dose activity, negative = inhibition, most hits filed as inhibitors; 410,000 tested, 1.2% active; AID 588855; also: potency is read from the fitted curve at half-maximal effect; % is scaled to controls: 0 for no effect and ±100 for the full control effect; nearly all actives have a fitted effect of over 65% in size
#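 HEPG2 CAGA-GFP, 1000 cells/well; 2 h settle, 37 C; cpd via pin tool; TGF-b 500 pg/mL final; 18 h, 37 C; GFP imaging ex488/em500-530; %Activity normalised to -TGF-b and +DMSO controls; CRC fit, curve class.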
# A549 tox – counter-screen for Nrf2 inhibitors: cytotoxicity in A549 cells. Potency, µM (doses to about 46 µM), for the others: top-dose activity change, negative = cytotoxicity, hits mostly inhibitors. A549 ARE-Fluc cells, CellTiter-Fluor viability, 18-24 h. 390,000 tested, 0.16% active; also: potency is read from the fitted curve at half-maximal effect; % is scaled to controls: 0 for no effect and ±100 for the full control effect
#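 A549 ARE-Fluc cells in 5% FBS OPTI-MEM, 5000 cells/well, rested 2 h then exposed to compounds in concentration-response for 18-24 h at 37 °C. Viability by CellTiter-Fluor fluorescence (Ex 405/Em 525) after 30 min; luciferase luminescence (BugLite, 15 min, RT) read afterwards.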
# Nrf2 ARE act – activators of Nrf2 (ARE) signaling | Potency, µM (titrated, usually from 46.1 µM), inactives show at the top dose activation, actives largely listed as activators | 410,000 tested, 0.31% active | AREc32 ARE-luciferase reporter (MCF7-derived line), luminescence, 24 h; also: potency is read from the fitted curve at half-maximal effect; % of control where 0% means no effect; nearly all actives have a fitted effect of over 65% in size
#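 ARE activation measured as luciferase luminescence (Steady-Glo, 30 min RT) in AREc32_Fluc cells after 24 hr compound exposure at 37 deg C, 5% CO2; cells seeded overnight at 1000/well in OPTI-MEM, 5% FBS.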
# ATXN2 expr inh – ATXN2 expression inhibition. HEK-293 ATXN2-luciferase reporter, luminescence, 24 h. Potency, µM (highest dose often 57 µM), for the others: at the top dose activity change, negative = inhibition, actives largely listed as inhibitors. 360,000 tested, 0.72% active. AID 1745845; also: potency is read from the fitted curve at half-maximal effect; % is scaled to controls: 0 for no effect and ±100 for the full control effect; nearly all actives have a fitted effect of over 55% in size
#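 ATXN2-luciferase reporter cells (luciferase flanked by upstream and downstream ATXN2 gene portions) were treated 24 h at 37 °C with compounds at up to 57 uM. SteadyGlo luminescence gave expression; GF-AFC fluorescence gave viability.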
# ATXN viability – viability counter-screen for ATXN expression inhibitors. AID 651635. Potency, µM (highest dose often 56.7 µM), usual class: cytotoxic. 400,000 tested, 0.49% active. S2 cells (HEK-293 line with an ATXN2-luciferase reporter) viability, CellTiter-Fluor protease fluorescence, 24 h; also: potency is read from the fitted curve at half-maximal effect; nearly all actives have a fitted effect of over 40% in size
# Nrf2 block – blocks Nrf2 signaling; A549 ARE-Fluc reporter, luciferase luminescence, 18-24 h; 360,000 tested, 2.1% active; Potency, µM (top dose mostly 46 µM), for inactives: at the highest dose activity change, negative = inhibition, usual class: inhibitors; AID 504444; also: potency is read from the fitted curve at half-maximal effect; % is scaled to controls: 0 for no effect and ±100 for the full control effect; nearly all actives have a fitted effect of over 60% in size
#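 Cells were seeded and rested 2 h, then exposed to compounds for 18-24 h. CellTiter-Fluor was read first as a viability measure. BugLite was added 15 min before the final luminescent read of ARE-luciferase activity in A549 cells.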
# An asterisk follows results filed as active; i = inactive; u = inconclusive; x = not tested or not shown; [ ] = remark or other dose. Unless noted, calls follow the shape of the dose curve; as a rule, active = well fitted curve in the direction sought with a large enough effect; inconclusive = small, poorly fitted or top-dose-only effect, or another doubt; inactive = no such curve, though single readings can be large; an effect the other way counts as inactive or inconclusive.
# Below each SMILES – ATXN2 expr inh	Nrf2 ARE act	IL2 activator	A549 tox	HepG2 viability	EPAC2 agonist	TGFb SMAD3 inh	ATXN viability	Nrf2 block
CN(CC(=O)NCc1ccccc1)Cc1ccc(Cl)cc1
  -13%	-0.1%	-2.4	4%	-10%	11%	-3%	i	-5%
CC(=O)c1ccc(N2CCN(C(=O)c3ccc(Cl)c(NC4=NC5CS(=O)(=O)CC5S4)c3)CC2)cc1 (centres undefined)
  0%	0.4%	-1.2	-2%	2%	7%	2%	i	14%
CC(NC(=O)c1ccco1)C(c1cccs1)N1CCN(c2ccccc2)CC1 (centres undefined)
  -8%	-1.2%	-3.6	5%	-22%	9%	-7%	i	6%
Cc1ccccc1CSCCNC(=O)Nc1ccccc1
  x	-0.6%	0.1	6%	-5%	1%	8%	i	-4%
O=C(CCn1c(=S)[nH]c2ccccc2c1=O)NCCc1ccccc1
  -7%	2.2%	1.2	6%	6%	11%	1%	i	-11%
COCCn1c(C)cc(C(=O)COC(=O)c2ccc([N+](=O)[O-])o2)c1C
  -5%[11.3 µM]	u	-1.4	-4%	-6%	1%	-5%	u	16%
Cn1c2ccccc2c2cc(/C=C(\NC(=O)c3ccccc3)C(=O)O)ccc21
  -6%	3.0%	-0.4	-2%	19%	-1%	5%	i	13%
CCc1ccc(C(=O)NC2=NC(c3ccccc3F)CC(=O)N2)cc1 (centres undefined)
  9%	0.6%	x	-6%	1%	x	1%	i	16%
c1coc(CNc2nc(-c3cccs3)cs2)c1
  39%	u	1.2	4%	14%	9%	-16%	u	u
CCOc1ccc(C(C)=O)cc1COC(=O)CNC(=O)c1cccs1
  2%	0.3%	-5.4	-9%	-2%	8%	-24%	i	8%
COc1ccc(Cl)cc1S(=O)(=O)Nc1cccc(-c2ccc(N3CCOCC3)nn2)c1
  21%	1.6%	x	1%	-3%	x	-1%	i	x
COc1ccc(CC(CC(=O)O)C(=O)NCc2ccccc2)cc1 (centres undefined)
  -5%	-0.9%	-4.0	8%	5%	9%	3%	i	u
Cc1ccc2oc3c(c(=O)c2c1)C(c1ccccc1F)N(CCCN1CCOCC1)C3=O (centres undefined)
  14%	6.6%	x	-6%	0%	x	-26%	i	11%
Cc1ccc(C(=O)NCCNS(=O)(=O)c2ccccc2)cc1
  1%	-0.6%	-0.8	3%	-10%	7%	2%	i	1%
COc1ccc(CCN2CC(C(=O)N3CCC(OC)CC3)CCC2=O)cc1 (centres undefined)
  4%	0.4%	-2.3	-7%	2%	-1%	-15%	u	6%
O=C(NCc1ccccc1)c1cc(Sc2cccc(Cl)c2)nc2ccccc12
  x	-0.5%	x	5%	-3%	x	-7%	x	x
OCC[C@@H]1C[C@@H](O)[C@H](O)[C@@]2(CCc3ccccc3O2)O1
  5%	-0.2%	0.1	1%	-22%	12%	u	i	-2%
COc1cc(OC)cc(N(C(=O)CNC(=O)c2ccco2)C(C(=O)NCC2CCCO2)c2ccccc2)c1 (centres undefined)
  0%	-0.6%	0.0	1%	13%	12%	-2%	i	-37%
N#Cc1ccccc1NC(=O)C(=O)NCCc1csc2nc(-c3cccc(F)c3)nn12
  x	15%	x	-2%	-12%	x	-7%	x	x
CCCNC(=O)N[C@@H](Cc1ccccc1)C(=O)OC
  2%	0.3%	1.0	-7%	1%	-2%	-13%	i	5%
Cc1ccc(-c2csc(N3CCN(c4cc5c(cc4Cl)nc(C(C)N)n5CCCO)CC3)n2)cc1 (centres undefined)
  -11%	-0.1%	1.8	7%	-1%	8%	-14%	i	7%
Cc1ccc(S(=O)(=O)N2CCC(C(=O)OCC(=O)NC(C)c3ccc(F)cc3)CC2)cc1C (centres undefined)
  -4%	-0.2%	2.8	-2%	13%	1%	19%	i	1%
COc1ccc(Nc2oc(COc3ccccc3OC)nc2C#N)cc1
  10µM*	13%	-0.7	-2%	-2%	-1%	-15%	i	u
CCc1ccc(CNC(=O)c2ccc3c(c2)NC(=O)C(N2CCOCC2)S3)cc1 (centres undefined)
  x	2.2%	-0.3	-9%	-3%	3%	u	u	u
CC(=O)c1c(C)[nH]c(C(=O)/C(C#N)=C/c2cccc(C)c2)c1C
  -3%	19%	0.5	-6%	0%	6%	4%	i	u
CCOc1ccc(NC(=S)NCCCN2CCOCC2)cc1
  -6%	-0.7%	-0.9	-5%	2%	4%	2%	i	-3%
CCCCc1ccc(C(=O)Nc2ccc3nc(N4CCN(CC)CC4)cc(C)c3c2)cc1
  x	0.3%	x	0%	-35%	x	-1%	x	11%[9.27 µM]
Cc1ccc(S(=O)(=O)N2CCCCC2)cc1NS(=O)(=O)c1ccccc1F
  -11%	0.2%	1.4	-3%	4%	4%	3%	i	-8%
O=C(NCc1ccc2c(c1)OCO2)C1CC(=O)N(C2CCCC2)C1 (centres undefined)
  -14%	-0.4%	-1.5	-1%	2%	11%	23%	i	11%
O=C1c2ccccc2C(Nc2cccnc2)N1Cc1ccc2c(c1)OCO2 (centres undefined)
  6%	-0.1%	-2.3	3%	-22%	19%	u	i	-8%
O=C(CSc1nccn1-c1cccc(F)c1)NC1CCCC1
  -6%	5.6%	-0.2	1%	-1%	3%	-6%	i	13%
O=C(c1ccco1)N1CCN(c2ncnc3scc(-c4cccs4)c23)CC1
  u	4.5%	-3.4	2%	-38%	2%	-18%	i	x
O=C(NCc1ccco1)c1cnn2c(C(F)(F)F)cc(-c3ccccc3)nc12
  -4%	11%	-2.2	4%	0%	2%	u	i	-22%
COc1ccc(NC(=S)NNC(=O)COc2ccc(Cl)cc2Cl)cc1
  0%	2.5%	-0.1	-1%	-35%	-3%	-9%	i	-14%
CC(C)(C)OC(=O)N1CCCC(C(=O)Nc2ccc(C(=O)NC3CC3)cc2)C1 (centres undefined)
  7%	0.0%	-0.1	-2%	7%	4%	2%	i	-6%
CCn1cc(C(=O)Nc2ncccc2O)c(=O)c2cc(F)c(N3CCN(C(=O)c4ccco4)CC3)cc21
  x	-0.6%	1.5	1%	-2%	0%	-5%	i	2%
Cc1c(NC(=O)c2nc3ccccc3nc2N2CCCCC2)cccc1[N+](=O)[O-]
  13%	3.2%	x	-5%	-25%	x	68%[activator]	i	1%
O=C(Nc1ccc(Cl)cc1)N1CCCN(c2ccc(C(F)(F)F)cc2[N+](=O)[O-])CC1
  -37%	2.7%	-3.0	-9%	-39%	0%	u	i	u
CN(CC(=O)Nc1ccc(N2CCOCC2)cc1)C(=O)COc1ccccc1F
  10%	0.2%	1.5	2%	0%	-3%	-1%	i	7%
CC(=O)Nc1cccc(-c2ccnc3c2CC(C(=O)Nc2cccc(Oc4ccccc4)c2)O3)c1 (centres undefined)
  u	0.0%[9.22 µM]	-0.3	x	-25%	9%	u	u	x
O=C(CCCn1c(=O)[nH]c2ccsc2c1=O)Nc1ccc(F)cc1
  x	0.3%	1.6	14%	2%	9%	1%	i	3%
O=C(NCCc1ccccc1)c1ccc(=O)[nH]c1
  14%	0.2%	-0.7	-5%	10%	2%	16%	i	16%
CC(C)c1ccc(C2NC(=O)NC3=C2CCc2ccccc23)cc1 (centres undefined)
  -18%	9.7%	-0.1	-2%	-45%	-11%	u	i	u
COc1ccc(-c2noc(-c3ccc(NCCc4ccccc4)c([N+](=O)[O-])c3)n2)cc1
  14%	0.8%	x	-7%	2%	x	-4%	i	u
CCCCOc1ccc(CNC(=O)CN2C(=O)CCn3nc(-c4cn(C)c5ccccc45)cc32)cc1
  -8%	-0.3%	x	0%	-28%	x	-1%	i	x
COCCn1c(CNc2ccc(F)cc2)nnc1SCC(=O)Nc1ccc(OC)cc1OC
  -3%	-0.2%	-0.8	-8%	-17%	16%	-16%	i	-20%
O=C(NCCN1CCC(n2c(=O)[nH]c3ccccc32)CC1)c1cccc(F)c1
  5%	-1.2%	-0.2	x	x	13%	x	i	x
Cc1ccc(C2C(C#N)=C(N)Oc3c2c(=O)n(C)c(=O)n3C)cc1 (centres undefined)
  -4%	0.5%	-3.8	-10%	-3%	-3%	-11%	i	-21%
CCOc1ccccc1C(=O)NCCNC(=O)c1ccccc1OCC
  12%	3.0%	-0.1	4%	29%	10%	3%	i	2%
CCCn1c2ccccc2c2cnn(CC(=O)NCC3CCN(Cc4ccccc4C)CC3)c(=O)c21
  -23%	-0.4%	x	-17%	-22%	x	u	i	u
COCc1cc(C)nc(N/N=C/c2ccc(-c3ccc(Cl)cc3[N+](=O)[O-])o2)c1C#N
  2%	3.5%	-3.9	0%	-2%	5%	3%	i	u

# Compound profiles, as listed above. Screens in order: ATXN2 expr inh, Nrf2 ARE act, IL2 activator, A549 tox, HepG2 viability, EPAC2 agonist, TGFb SMAD3 inh, ATXN viability, Nrf2 block
# O=C(NCCc1ccccc1)c1ccc(=O)[nH]c1 across the screens: 14%, 0.2%, -0.7, -5%, 10%, 2%, 16%, i, 16%
# CC(C)(C)OC(=O)N1CCCC(C(=O)Nc2ccc(C(=O)NC3CC3)cc2)C1 (centres undefined) across the screens: 7%, 0.0%, -0.1, -2%, 7%, 4%, 2%, i, -6%

# Among those listed so far, these have a CF3 group:
# Below each SMILES – ATXN2 expr inh	Nrf2 ARE act	IL2 activator	A549 tox	HepG2 viability	EPAC2 agonist	TGFb SMAD3 inh	ATXN viability	Nrf2 block
O=C(NCc1ccco1)c1cnn2c(C(F)(F)F)cc(-c3ccccc3)nc12
  -4%	11%	-2.2	4%	0%	2%	u	i	-22%
O=C(Nc1ccc(Cl)cc1)N1CCCN(c2ccc(C(F)(F)F)cc2[N+](=O)[O-])CC1
  -37%	2.7%	-3.0	-9%	-39%	0%	u	i	u
